From PubChem
NTR1 agonist: agonists of NTR1, primary screen, imaging, U2OS cells, beta-arrestin-GFP, high content (AID 493036); NTR1-U2OS beta-arrestin-GFP spot imaging, agonist mode; P30989; activation, % at 20 µM; hit rate 0.17% among 330,000;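 active = activation at or above 40% of the spot to cytoplasm intensity ratio, with at least 20 cells analyzed; inconclusive = wells under 20 cells, flagged as cytotoxic or low count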;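 note: 0% = DMSO without peptide and 100% = 100 nM NTR1 peptide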
Target sequence (P30989 whole entry, looked up): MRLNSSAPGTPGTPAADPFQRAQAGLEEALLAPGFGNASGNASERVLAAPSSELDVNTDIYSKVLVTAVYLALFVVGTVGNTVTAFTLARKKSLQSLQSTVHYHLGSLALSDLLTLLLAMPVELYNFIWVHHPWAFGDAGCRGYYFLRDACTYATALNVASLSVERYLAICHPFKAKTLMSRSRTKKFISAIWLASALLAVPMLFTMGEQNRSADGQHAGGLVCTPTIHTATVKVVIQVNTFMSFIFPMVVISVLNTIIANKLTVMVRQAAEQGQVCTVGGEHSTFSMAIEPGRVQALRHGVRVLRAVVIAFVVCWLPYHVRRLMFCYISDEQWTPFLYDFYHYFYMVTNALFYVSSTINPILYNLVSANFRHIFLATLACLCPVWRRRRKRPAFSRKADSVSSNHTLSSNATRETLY
Large T inhibition: TAg ATPase/helicase activity blockers – biochemical (AID 1903). SV40 large T antigen ATPase/helicase inhibition assay; higher % means a stronger effect. inhibition, % at 20 µM, or IC50 in µM where a hit was titrated. hit rate 0.39% among 310,000; in the data active = a potency from the dose series; inconclusive = inhibition mostly from about 32% at the one dose, without a potency; inactive = the rest, 99 in 100 with inhibition below about 32%; note: strong numbers were not always called active
AID2073: disruptors of CaV2.2 binding to Mint1 – biochemical, HTRF (AID 2073); HTRF protein-protein interaction, Mint1-CaV2.2; higher % means a stronger effect; one-dose inhibition, % at 20 µM; IC50 in µM for titrated hits; hit rate 0.19% among 290,000; in the data active = inhibition mostly above about 51%, no sharp cut-off; inconclusive = no clear call, values can overlap the other calls; inactive = mostly below about 53%; note: some results filed as inactive read as strong as hits
RSV antiviral HEp-2: RSV antiviral activity via CPE protection, HEp-2 cells, primary 10 µM value included (AID 2391). HEp-2 cells, RSV-induced CPE inhibition; higher % means a stronger effect. CPE inhibition, % at 10 µM, or IC50 in µM where a hit was titrated. hit rate 0.13% among 310,000; in the data active = a potency from the dose series; inconclusive = CPE inhibition mostly from about 23% at the one dose, without a potency; inactive = the rest, 99 in 100 with CPE inhibition below about 21%; note: strong numbers were not always called active
West Nile antiviral: inhibition of WNV-induced cytopathic effect – cell-based, CPE readout (AID 1621) | West Nile virus-infected cells, CPE inhibition; higher % means a stronger effect | CPE inhibition, % at 10 µM, or IC50 in µM where a hit was titrated | hit rate 0.02% among 290,000; in the data active = a potency from the dose series; inconclusive = CPE inhibition mostly from about 3.7% at the one dose, without a potency; inactive = the rest, 99 in 100 with CPE inhibition below about 2.2%; note: strong numbers were not always called active
SIAH1 antagonists: Siah-1 peptide-binding antagonists, primary screen, biochemical, fluorescence polarization, rhodamine-plectin, uHTS (AID 1817). hit rate 0.02% among 290,000. one-dose displacement, % at 20 µM; IC50 in µM for titrated hits. Siah-1 / rhodamine-plectin peptide fluorescence polarization; higher % means a stronger effect;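 active = displacement of at least 50% at 20 µM, with a fluorescence ratio check between 0.3 and a set limit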;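 note: plate controls were Siah plus tracer with DMSO for no effect and tracer alone without Siah for full effect; strong numbers were not always called active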
MgcRacGAP inhibition: MgcRacGAP GTPase-activating activity inhibitors, confirmation, biochemical, ADP Hunter fluorescence; MgcRacGAP-stimulated Rac1 GTP hydrolysis, ADP Hunter fluorescence; higher % means a stronger effect; GST-tagged Rac1 F28L mutant substrate; AID 624330; hit rate 0.6% among 340,000; one-dose inhibition, % at 30 µM; IC50 in µM for titrated hits;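 active = first-screen hits whose inhibition reached a set limit at any dose in the follow-up dose series; inconclusive = inhibition above the set first-screen limit but never retested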;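 note: fluorescence reports GDP produced by GAP-driven GTP hydrolysis; strong numbers were not always called active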
NS5 inhibitors: Dengue-2 NS5 methyltransferase inhibitors, primary screen, biochemical, confirmation dose response (AID 588689); Dengue-2 NS5 methyltransferase capping enzyme assay, biochemical; higher % means a stronger effect; hit rate 0.3% among 340,000; one-dose inhibition, % at 25 µM; IC50 in µM for titrated hits; in the data active = a potency from the dose series; inconclusive = inhibition above about 29% without an active follow-up result
UTI89 phage lysis: inhibition of K1F phage lysis, E. coli UTI89, bacterial capsule biogenesis inhibitors, alamar blue (AID 488966) | E. coli UTI89 K1F phage lysis, alamar blue, 2 h; higher % means a stronger effect | inhibition, % at 100 µM, or IC50 in µM where a hit was titrated | hit rate 0.02% among 340,000;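 active = phage lysis inhibition, versus mean bacterial control, above a set limit; inconclusive = no clear call, values can overlap the other calls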;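 note: capsule biogenesis inhibitors block K1F phage lysis so surviving cells raise fluorescence; higher fluorescence means more inhibition of phage lysis; actives were called in the ten point dose series up to 300 µM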
NTR1 agonist cell count 20 µM: further read-out of NTR1 agonist, marked with its call; cell count; measured here: cell count, cytotoxicity flag
NS5 inhibitors pilot replicate: further read-out of NS5 inhibitors, marked with its call; inhibition, %; measured here: pilot screen replicate inhibition
* hit, by the source's call; ? = inconclusive; . = no result given; [ ] = remark or other dose.

SMILES	NTR1 agonist	NTR1 agonist cell count 20 µM	Large T inhibition	AID2073	RSV antiviral HEp-2	West Nile antiviral	SIAH1 antagonists	MgcRacGAP inhibition	NS5 inhibitors	UTI89 phage lysis	others
Cc1ccc(NC2=C(Cl)C(=O)OC2OC(C)C)cc1 (stereo unspecified)	3.0	31	20%	-4%	0.1%	-0.1%	4%	5%	-5%	0.5%
CC1CN(C(=O)CSc2nnc(-c3ccccc3)o2)CC(C)O1 (stereo unspecified)	-0.4	44	17%	46%	1.0%	-0.2%	3%	-10%	3%	0.0%
Cc1nn(CCS(=O)(=O)c2ccc(Cl)cc2)c(C)c1Br	0.6	52	4%	6%	-0.1%	1.4%	-1%	.	.	.
COc1cc(/C=N/NC(=O)CN(CCc2ccccc2)S(=O)(=O)c2ccc(NC(C)=O)cc2)cc(OC)c1OC	7.4	45	-7%	2%	1.6%	-0.1%	-4%	10%	-4%	-0.2%[50 µM]
CC(=O)c1cccc(-c2ccc3c(=O)[nH]c(Nc4ccccc4)cc3c2)c1	12	33	13%	.	-2.2%	-0.2%	.	1%	-17%	0.5%
CNC(=O)c1c(NC(=O)c2ccc(S(=O)(=O)N(C)c3ccccc3)cc2)sc2c1CCN(C(C)C)C2	1.1	65	25%	-18%	1.4%	1.4%	-4%	.	.	.
CCn1cc(Br)c(C(=O)NC(C)c2ccccc2)n1 (stereo unspecified)	0.9	45	1%	37%	-0.2%	0.1%	-2%	-2%	2%	0.4%
Cc1ccc(S(=O)(=O)N2CCOCC2)cc1NC(=O)CSc1nnc(C2CC2)n1C1CC1	2.1	98	.	.	0.3%	.	.	5%	-1%	0.7%[50 µM]
COC(=O)/C(C#N)=C/c1c(N2CCN(c3cccc(Cl)c3)CC2)nc2c(C)cccn2c1=O	4.3	89	17%	18%	22%	0.9%	2%	10%	-1%	0.9%[50 µM]
COc1ccc(CN2C(=O)NC3(CCCc4ccccc43)C2=O)cc1F (stereo unspecified)	1.1	65	6%	-3%	19%	-0.5%	5%	-4%	-2%	0.0%
O=C(Nc1ccc([N+](=O)[O-])cc1)N1CCCCC1	-1.0	56	9%	-7%	1.6%	-1.1%	-1%	10%	-1%	0.6%
CCn1nnnc1SCC(=O)Nc1nc2ccc(OC)cc2s1	0.3	82	4%	8%	1.1%	0.2%	7%	9%	-3%	-0.4%
O=C(COC(=O)c1ncc(Cl)c(Cl)c1Cl)NCc1cccs1	2.3	62	21%	.	-1.5%	.	.	5%	-10%	1.4%[50 µM]
C=C1C(=O)O[C@H]2[C@H]1[C@@H](O)CC(=C)[C@@H]1CC(=O)[C@@H](C)[C@H]21	1.4	90	25%	-1%	1.0%	0.9%	2%	9%	-12%	0.1%
O=C(COc1ccc(S(=O)(=O)N2CCCC2)cc1Cl)NCc1ccc2c(c1)OCO2	0.7	48	14%	26%	0.0%	-0.3%	-3%	7%	3%	-0.1%[50 µM]
O=C(N/N=C/c1c[nH]c2ccccc12)c1cccc([N+](=O)[O-])c1	2.7	47	-1%	-1%	4.2%	0.0%	4%	8%	-4%	-0.8%
CCC1(c2ccccc2)NC(=O)N(CC(=O)NCc2ccc(F)cc2)C1=O (stereo unspecified)	-0.6	66	6%	1%	1.1%	-0.8%	4%	9%	8%	0.1%
O=C(NNS(=O)(=O)c1ccc(Cl)cc1)c1cccc(S(=O)(=O)N2CCOCC2)c1	0.7	69	12%	3%	1.6%	0.1%	-1%	1%	-5%	0.2%
COc1ccccc1C(=O)N1CCN(Cc2ccc3c(c2)OCO3)CC1	0.6	75	9%	10%	0.9%	-0.6%	-3%	2%	9%	0.8%
Cc1c(C(=O)NCc2ccoc2)oc2ccc3c(c12)C(=O)CC(C)(C)O3	4.0	45	25%	12%	4.5%	.	0%	4%	2%	-0.7%
Cc1ccc(OC(C)C(=O)N/N=C/c2ccccn2)cc1 (stereo unspecified)	-0.1	92	-4%	-1%	0.4%	-0.5%	3%	-14%	-1%	0.1%
O=C(NNC(=S)Nc1ccc(F)cc1)c1ccccc1OC(F)F	-1.2	54	18%	2%	1.1%	1.6%	1%	1%	-2%	0.2%
CCOC(=O)Cn1nc(C)c(NC(=O)COc2ccc(OC)cc2)c1C	-0.9	51	13%	9%	1.2%	0.2%	15%	6%	-2%	0.4%
CC(=O)Nc1ccc(S(=O)(=O)NCC(=O)OCC(=O)N2CCc3ccccc32)cc1	-5.9	83	30%	17%	1.8%	0.0%	-4%	-4%	4%	-2.5%
O=C(Nc1cccnc1Cl)c1ccc(=O)oc1	-1.0	35	26%	1%	.	-0.1%	-3%	13%	-15%	-0.4%
SMILES	NTR1 agonist	NTR1 agonist cell count 20 µM	Large T inhibition	AID2073	RSV antiviral HEp-2	West Nile antiviral	SIAH1 antagonists	MgcRacGAP inhibition	NS5 inhibitors	UTI89 phage lysis	others
COc1ccc(/C(N)=N/OC(=O)CC2CCCCC2)cc1	3.5	65	9%	-1%	0.5%	-0.1%	1%	-1%	-3%	0.0%
Nc1c(Cl)cc(-c2[nH]c3cc(C(=O)NCCO)ccc3c(=O)c2O)cc1Cl	-2.8	96	16%	51%	0.9%	-0.2%	-11%	14%	2%	0.5%
CCn1nc(NS(=O)(=O)c2ccc(NC(C)=O)cc2)c2cc3cc(C)ccc3nc21	-1.6	53	17%	0%	3.8%	1.4%	-3%	22%	2%	-0.1%
O=C(O)c1cccc(S(=O)(=O)Nc2ccccc2Cl)c1	1.0	48	7%	-3%	0.4%	.	-1%	10%	4%	1.6%
COc1ccc(CCNC(=O)CCc2ccccc2O)cc1OC	0.1	73	.	.	.	.	.	2%	1%	1.4%[50 µM]
CCCOc1ccc(CNC(=O)c2ccc3nc(N4CCOCC4)sc3c2)cc1	4.9	46	.	10%	1.0%	1.0%	-2%	15%	-1%	-1.0%
CCC(C)C(=O)N1CCCC(c2nc(-c3cccs3)no2)C1 (stereo unspecified)	6.2	59	0%	-1%	1.6%	-0.3%	-1%	3%	3%	0.3%
O=C(c1ccco1)N1CCN(CC(=O)N(C2CCCCC2)C2CCS(=O)(=O)C2)CC1 (stereo unspecified)	0.3	82	1%	0%	-0.5%	0.1%	3%	-2%	-9%	-0.4%
COc1ccc(C2(NC(C)=O)CCN(C(=O)c3cccs3)CC2)cc1	-1.1	40	9%	0%	0.6%	0.1%	0%	12%	5%	0.0%
Cc1ccc(S(=O)(=O)NCCC(=O)N2CCC(C(N)=O)CC2)cc1C	0.0	57	3%	.	1.1%	.	.	3%	-12%	0.1%[50 µM]
Cc1ccc(C(=O)CCC(=O)Nc2cc(C)ccn2)cc1	-1.3	50	.	.	0.9%	.	.	0%	-3%	-0.2%[50 µM]
CC(=O)N(CCC1(C(C)C)CCOC(C)(C)C1)Cc1ccco1 (stereo unspecified)	1.3	79	12%	-13%	5.6%	0.1%	0%	3%	3%	0.9%
CCCCN(CC(=O)NC(C)(C)C)C(=O)C(=O)Nc1ccc2c(c1)OCCO2	-0.5	38	8%	-7%	2.1%	-0.7%	-1%	2%	-10%	-0.3%
CCn1cc(S(=O)(=O)Nc2ccc3c(c2)OCCO3)cn1	0.5	96	0%	8%	-1.2%	0.9%	14%	6%	-9%	-1.6%
NC(=O)c1ccccc1OC1CCC1	-0.4	42	20%	8%	.	0.0%	10%	.	.	.
CC[C@@]1(C(=O)OC)N[C@H](CN(C)C(=O)Nc2ccc(C)cc2)[C@@H]2C(=O)N(Cc3ccccc3)C(=O)[C@@H]21	-2.2	59	.	.	.	.	.	6%	0%	0.2%	NS5 inhibitors pilot replicate=-2.4
O=S(=O)(c1ccc(Cl)nc1)N1CCCCC1	-0.2	50	-1%	0%	-0.1%	-0.1%	1%	5%	-9%	-0.2%
COc1ccc(C(=O)NCC(=O)Nc2ccc(-c3ccccc3)cc2)cc1	-0.2	55	21%	29%	0.1%	-1.1%	27%	3%	-2%	0.3%
Cc1cccc(C)c1NC(=O)CCCSc1nc2ccccc2s1	0.6	48	4%	3%	1.2%	-0.5%	-1%	-4%	10%	0.1%
COC(=O)c1ccc(CNC(=O)CSC(C)C(=O)Nc2cc(C)on2)cc1 (stereo unspecified)	-1.9	44	.	.	0.5%	.	.	2%	-6%	0.9%[50 µM]
N#C/C(=C\c1c(F)cccc1Cl)c1nn(-c2ccccc2)c(-n2cccc2)c1C#N	11	60	2%	4%	49%	0.2%	12%	8%	-5%	1.0%
COc1ccc(N(CC(=O)Nc2ccccc2C(F)(F)F)C2=NC3CS(=O)(=O)CC3S2)cc1 (stereo unspecified)	-1.4	83	6%	2%	1.1%	-0.9%	0%	13%	1%	7.9%
Cn1c2c(c(=O)n(C)c1=O)C(C(F)(F)F)(C(F)(F)F)N=C(CCC1CCCCC1)N2	20	72	7%	3%	21%	-0.7%	-3%	6%	-3%	0.8%[50 µM]
CCc1cccc(OCCCn2ccnc2)c1	1.1	45	7%	3%	0.9%	-0.1%	0%	28%	-8%	2.4%[50 µM]
CCCC(=O)Nc1cc(-c2nn(C)c(=O)c3ccccc23)ccc1N1CCCCC1	6.9	64	.	.	1.2%	0.3%	.	6%	1%	0.5%
SMILES	NTR1 agonist	NTR1 agonist cell count 20 µM	Large T inhibition	AID2073	RSV antiviral HEp-2	West Nile antiviral	SIAH1 antagonists	MgcRacGAP inhibition	NS5 inhibitors	UTI89 phage lysis	others
Cc1ccc(Sc2ncccc2NC(=O)c2ccccc2Cl)cc1	0.3	57	11%	-6%	0.4%	-0.5%	6%	.	.	.
O=C(/C=C/c1ccco1)N1CCCC(c2ccccc2)C1 (stereo unspecified)	1.5	80	18%	75%	0.4%	-1.3%	41%	5%	0%	-0.6%
c1ccc(CC2CCN(c3nc4ccccc4n4nnnc34)CC2)cc1	2.5	35	7%	21%	20%	0.8%	3%	6%	-3%	6.9%
Cc1ccc(C(=O)c2sc3nc4c(cc3c2N)CCC4)cc1	2.3	81	2%	-12%	0.9%	-0.3%	1%	4%	-5%	5.0%
NC(=O)C(=CNc1nc(-c2ccc(Cl)c(Cl)c2)cs1)C(N)=O	.	.	?	-16%	.	-0.3%	32%	.	.	.
CCCNC(=O)c1ccccc1NS(=O)(=O)c1ccc2c(c1)OCCO2	-0.9	88	14%	8%	0.9%	-0.4%	1%	5%	4%	0.4%
COC(=O)c1cc(NC(=O)CN2CCc3cc4c(cc3C2)OCCCO4)cc(C(=O)OC)c1	-1.1	67	16%	16%	1.0%	-0.9%	5%	-41%	-10%	0.8%
CCN(Cc1cc2ccccc2[nH]c1=O)C(=O)c1cccnc1	-1.5	76	1%	-12%	0.6%	-0.1%	-1%	7%	-6%	-0.2%
Cc1ccsc1C(=O)Nc1ccc2c(c1)OCCO2	0.9	37	6%	-5%	1.4%	0.8%	0%	1%	-3%	0.9%
